Screening data: PubChem, Sanford-Burnham Center for Chemical Genomics
HEK293 NOD2/NF-kB – NOD2 signaling inhibitors, cell-based, luminescence, uHTS, HEK293 (AID 1566) | HEK293 NOD2/NF-kB luciferase reporter, luminescence; higher % means a stronger effect | inhibition, % at 4 µM, or EC50 in µM where a hit was titrated | 290,000 tested, 0.63% active; in the data active means inhibition above about 50%; further: many of its hits are not listed in these tables
* = called active by the depositor.

SMILES	HEK293 NOD2/NF-kB
O=C(O)c1ccc(NCc2cccs2)cc1	18.1%
O=C(O)c1cc(=O)[nH]c2ccc(S(=O)(=O)Nc3ccc(F)cc3)cc12	-7.5%
CCN(C(=O)/C=C/c1ccc(OC)cc1)C1CCCCC1	-1.2%
COc1ccc(NC(=O)c2cccc(Oc3ccccc3)c2)cn1	-42.0%
COc1ccccc1OCc1ccc(C(=O)N(C)c2ccccc2)o1	25.0%
O=C(Cn1cnc([N+](=O)[O-])c1)Nc1ccccc1C(F)(F)F	2.7%
CCCc1cc(=O)oc2cc(OC(C)C(=O)NCC3CCC(C(=O)O)CC3)ccc12 (configuration not stated)	8.2%
COc1ccc(CNC(=O)c2cc(=O)c3cc(C)ccc3o2)cc1	19.1%
O=C(NNC(=O)c1cccc(C(F)(F)F)c1)c1ccncc1	-1.0%
CN1CCN(C(=O)c2cc(Br)cn2C)CC1	-11.7%
Cc1[nH]n(C(N)=S)c(=O)c1N=Nc1cccc(Cl)c1	-58.8%
O=C1CSC(=S)N1c1cccc(Cl)c1	3.7%
CCCc1nc2cc3c(cc2[nH]1)n(C)c(=O)n3C	10.9%
CCc1cc(=O)oc2c(C)c(OC(C)C(=O)N3CC[C@@]4(O)CCCC[C@H]4C3)ccc12 (some centres not stated)	9.8%
Cc1ccc(C(=O)NCC(=O)N2CCC(Cc3ccccc3)CC2)cc1	17.6%
CC(C)NC(=O)c1ccc2c(c1)N(Cc1ccccc1)C(=O)C(C)(C)O2	5.5%
CC(=O)c1cccc(Nc2nc(-c3cccnc3)cs2)c1	-36.7%
CCC(C)[C@H](NC(=O)N1c2ccccc2NC(=O)[C@@H]1C(C)C)C(=O)N[C@@H](Cc1ccccc1)C(=O)O (some centres not stated)	1.1%
O=[N+]([O-])c1ccc(CN2CCC(Cc3ccccc3)CC2)cc1	-21.7%
COc1ccc(NC(=O)CN(C)CCOc2ccc(Cl)cc2)cc1OC	-7.0%
O=C(c1c(Cl)cccc1Cl)N1CCN(c2ncccn2)CC1	5.6%
Cn1c(=O)[nH]c(=O)c2c1nc(N1CCN(CCO)CC1)n2Cc1ccccc1	2.6%
Oc1ccccc1CN1CCN(C(O)(c2ccccc2)c2ccccc2)CC1	3.6%
COC(=O)C1=C(C)N(Cc2ccccc2)C(=NCCc2ccccn2)N[C@H]1c1cccc(F)c1	14.2%
O=C(c1cccc(Cl)c1)N1CCN(CCCc2ccccc2)CC1	-11.9%
CCC(C)[C@H](NS(=O)(=O)c1ccc(C)cc1)C(=O)N1CCC(C(=O)N2CCC(C(N)=O)CC2)CC1 (some centres not stated)	9.9%
O=C(Oc1ccc(Br)cc1)c1cccc(S(=O)(=O)N2CCOCC2)c1	-5.1%
COc1ccc(NC(=O)c2cc3cc(C)ccc3n2C)c(OC)c1	33.3%
Cc1oc2c(C)c3oc(=O)c(CCC(=O)O)c(C)c3cc2c1-c1ccccc1	3.67µM*
COc1ccc(Cl)cc1C(=O)NCCCn1ccnc1	12.9%
CC(C)(C)C(=O)Nc1ccc(S(=O)(=O)Nc2nccs2)cc1	-5.5%
COc1cccc(C(=O)Nc2ccc(NC(=O)c3cc4ccccc4o3)c(OC)c2)c1	-0.2%
O=C(Nc1ccccc1)c1ccco1	-9.5%
CO/N=C(/COc1ccc(F)cc1)c1ccc(OC)cc1	4.7%
COc1ccc(C2CC(c3cccs3)=NN2C(=O)c2ccccc2)cc1OC (configuration not stated)	5.4%
Cc1onc(-c2ccc3c(c2)OCO3)c1-c1ccc2[nH]ccc2c1	5.1%
Cc1ccc(S[C@@H](CCN2CC[C@H](NC(=O)OCc3ccccc3)CCC2=O)c2ccccc2)cc1	-2.1%
Cc1ccc(N2C(=O)Nc3ccc(Br)cc3C2(O)C(=O)NCCN(C)C)cc1C (configuration not stated)	3.6%
C=CCOc1cccc(/C=C/c2nc3ccccc3c(=O)[nH]2)c1	-94.6%
COc1cccc(C(=O)CC(=O)C(=O)Nc2cc(OC)c(OC)c(OC)c2)c1	-1.5%
Cc1ccc(C(=O)Nc2cccc(C(F)(F)F)c2)cc1Nc1cncnc1	9.7%
Cn1c2ccccc2c(=O)c2ccc(C#Cc3ccccn3)cc21	-22.2%
O=C(NCCc1c[nH]c2ccccc12)c1ccco1	-23.0%
COc1ccc(CCNC(=O)CCCc2ccccc2)cc1OC	12.9%
O=C(c1ccccc1)c1ccc(Cn2cc(CCCO)nn2)cc1	38.1%
COc1ccc(-c2cc(=O)oc3cc(OC(C)C(=O)NCC4CCC(C(=O)O)CC4)ccc23)cc1 (configuration not stated)	16.3%
CCCS(=O)(=O)c1c(S(=O)(=O)CCC)c2ccc(C(N)=O)cn2c1C(=O)c1ccccc1	0.9%
CCN1C(=O)/C(=C/c2ccc(OCc3ccc(C(=O)O)cc3)c(Cl)c2)NC1=S	57.5%*
COc1ccc(-c2cc(=O)oc3cc(OCC(=O)NCC4CCC(C(=O)O)CC4)ccc23)cc1 (configuration not stated)	-4.2%
CCCCNC(=O)C1(O)c2cc(Br)ccc2NC(=O)N1c1cccc(OC)c1 (configuration not stated)	11.7%
COc1ccc(OC)c(C2C(C#N)=C(N)N(N(C)C)C3=C2C(=O)CCC3)c1 (configuration not stated)	8.1%
COc1ccc(/C=C/C(=O)NCCCN2CCOCC2)cc1	-14.2%
CCOC(=O)c1cc(NC(=O)CNCC(c2ccccc2)N(C)C)cc(C(=O)OCC)c1 (configuration not stated)	-19.1%
Cc1ccc2[nH]cc(CCNS(=O)(=O)c3ccc(F)cc3)c2c1	15.6%
Cc1cc(Cl)c2oc(C(=O)NCCC3CCCCO3)c(C)c2c1 (configuration not stated)	-16.2%
COc1ccc(NC(=O)CCN2CCN(C/C=C/c3ccccc3)CC2)cc1	9.1%
Oc1ccc(Cl)cc1CNc1nccs1	-11.8%
O=C(O)CSCC(=O)N1CCN(Cc2ccc3c(c2)OCO3)CC1	-0.5%
Cc1cc(C(=O)Nc2ccncc2)ccc1[N+](=O)[O-]	-10.0%
COC(=O)CSc1nc(N2CCOCC2)c2c(c1C#N)CC(C)(C)OC2	-20.1%

Next section:
SMILES	HEK293 NOD2/NF-kB
O=C(O)CCCCCCCCc1cn(Cc2ccc(C(=O)c3ccccc3)cc2)nn1	-13.7%
COc1ccc2ccccc2c1/C=N/NC(=O)c1cccc([N+](=O)[O-])c1	8.0%
CCOC(=O)Cc1csc(NC(=O)Nc2cccs2)n1	-16.6%
CCOC(CCn1ccc(O)c(Cc2ccc(Cl)cc2)c1=O)OCC	-4.0%
Cc1ccc(-n2nc(C)c3c(C)c(CCC(=O)O)c(C)nc32)cc1	-11.4%
O=C(O)c1ccc(/C=N/n2c(C3CCCCC3)n[nH]c2=S)cc1	25.7%
CCOC(=O)C1CCCN(C(=O)c2[nH]c3ccc(OC)cc3c2C)C1 (configuration not stated)	2.9%
Cc1cc(C)nc(N2CCN(c3ccc(F)cc3)CC2)n1	6.8%
CCCCc1cc(=O)oc2c(C)c(OCC(=O)N3CCC(C(=O)O)(c4ccccc4)CC3)ccc12	-2.3%
COc1ccc(Cl)cc1NC(=O)CCCC(=O)c1ccccc1	11.3%
Nn1cnnc1N/N=C/c1ccccc1C(F)(F)F	6.2%
Cc1nc(CSc2ccc(Cl)cc2)cs1	-2.0%
CCCCNC(=NCc1cccc(C(F)(F)F)c1)Nc1ccccc1	-8.5%
CC(C)C[C@@H](COc1ccccc1)N1CCN(CC(C)C)CCC1=O	-5.2%
CC(=O)N(C)c1ccc(N=C2C(=O)Nc3ccccc32)cc1	13.3%
CCc1ccc(Nc2n[n+](-c3ccccc3)c(/C=C/c3ccccc3)s2)cc1	7.4%
Cc1c(CCC(=O)NCCCCCC(=O)O)c(=O)oc2c(C)c3oc4c(c3cc12)CCCC4	5.6%
CCn1c(CNC(=O)c2ccccc2F)cc2cc(C)ccc21	1.3%
N#Cc1ccc(CC(C(=O)O)N2Cc3ccccc3C2=O)cc1 (configuration not stated)	-7.5%
COc1ccc(N(CC(=O)Nc2ccccc2OC)S(=O)(=O)c2ccc(OC)c(OC)c2)cc1	5.2%
Cn1c(=O)[nH]c(=O)c2c1nc(N1CCN(CCO)CC1)n2Cc1ccccc1Cl	13.9%
COc1ccc(C2=NN(C(C)=O)C(c3cccs3)C2)cc1OC (configuration not stated)	-1.0%
CCN(CC)CC(O)Cn1c(C)c(-c2ccccc2)c2cc([N+](=O)[O-])ccc21 (configuration not stated)	8.3%
COc1ccc(C(CNCC(O)COc2c(C)ccc(C)c2C)N(C)C)cc1 (configuration not stated)	9.2%
CCOC(=O)C(N)CSC1CC(=O)N(c2ccc(OCC)cc2)C1=O (configuration not stated)	18.1%
CCCc1cc(=O)oc2c3c(cc(OCC(=O)NCc4ccncc4)c12)OC(C)(C)CC3	8.7%
CC(=O)N1CCC(C(=O)NC2CCCc3c2cnn3-c2cc(F)cc(F)c2)CC1 (configuration not stated)	13.5%
CC1CCCN(C(=O)/C(=C/c2ccco2)NC(=O)c2ccccc2)C1 (configuration not stated)	2.2%
Brc1ccc(CN2CCN(Cc3c[nH]c4ccccc34)CC2)cc1	6.5%
CC(C)C[C@H](NC(=O)OC(C)(C)C)C(=O)N[C@@H](CO)[C@H](O)[C@@H]1C[C@@H]1C(=O)NC1CC1	3.8%
Cc1ccc(N2C(=O)C(Cl)=C(N3CCCCCC3)C2=O)c(C)c1	15.6%
CCOC(=O)C1CN(S(=O)(=O)c2ccc(OC)cc2)c2ccccc2O1 (configuration not stated)	19.2%
COc1cc(CC(=O)NCC2CCCCC2)cc(OC)c1OC	-1.9%
c1ccc(NC2=NCCN2CC2CCCC2)cc1	-1.4%
CCc1cc(=O)oc2cc(OCC(=O)N3CCC(C(N)=O)CC3)ccc12	3.7%
Cc1cc(C(=O)NCc2ccc(F)cc2)c2ccccc2n1	14.2%
S=C1Cc2ccccc2C(c2ccc(Cl)cc2)N1 (configuration not stated)	7.7%
Fc1ccccc1/C=N/n1c(COc2ccccc2)n[nH]c1=S	-1.1%
COc1ccc(S(=O)(=O)Nc2c(C)n(C)n(-c3ccccc3)c2=O)cc1Br	-1.2%
Cc1c(CC(=O)O)c(=O)oc2cc3occ(-c4ccc(F)cc4)c3cc12	0.6%
COc1ccc(NC(=S)NC2CCCC2)c(OC)c1	9.5%
COc1ccc(CCNC(=O)c2cc([N+](=O)[O-])cc([N+](=O)[O-])c2)cc1OC	14.7%
CCCCCCCCCC(=O)N1CCN(c2cc3c(cc2F)c(=O)c(C(=O)O)cn3CC)CC1	14.9%
Cc1cccc2sc(NC(=O)C3CC3)nc12	-3.0%
O=C(C[C@H]1C(=O)N(c2ccc(F)c(F)c2)C[C@@H]1Cc1ccccc1)Nc1ccccc1	-33.3%
Cc1ccc(SCC(=O)c2cc(C)c(O)c(C)c2)cc1	-18.9%
O=C(CC(=O)c1c(F)cccc1Cl)c1ccccc1O	-12.0%
Nc1nc(-c2cccs2)c(-c2cccs2)s1	-5.1%
CCN(CC)S(=O)(=O)c1cccc(N=Nc2sc(N)nc2C)c1	0.6%
Cc1nccn1CCOc1ccccc1Cl	18.6%
O=C(Cn1cc([N+](=O)[O-])cn1)NC1CCCCCC1	-0.7%
O=C(O)CSc1nc2ccccc2nc1Cc1ccccc1F	-5.1%
Cn1cc(C(=O)C(=O)N2CCCC2)c2ccccc21	7.3%
CC1(C)C(C(=O)O)N2C(=O)C(NC(=O)Cc3ccccc3)C2S1=O (configuration not stated)	2.6%
Cc1ccc2c(c1)c(-c1csc(N)n1)c(C)n2C	4.7%
COc1ccc(OC)c(/C=C2\Oc3cc(OCC(=O)N4CCC[C@H]4C(=O)O)ccc3C2=O)c1	16.6%
COc1ccccc1CN1CCN(Cc2ccco2)CC1	-15.4%
Cc1c(C(=O)n2cnc3ccccc32)cccc1[N+](=O)[O-]	1.9%
Cc1ccc(CNc2nc3ccccc3n2C)cc1	-102.8%
COc1ccc(CN2CCC(Cc3ccccc3)CC2)c(C)c1C	-12.8%

Carrying on:
SMILES	HEK293 NOD2/NF-kB
COc1ccc(S(=O)(=O)NCC(=O)N(CC(=O)NCc2ccccc2)Cc2ccco2)cc1	-13.2%
COc1ccc2[nH]c3c(c2c1)CCNC3(C)CCc1ccc(Cl)nc1 (configuration not stated)	35.3%
Cc1cccc(NC(=O)/C(C#N)=C/c2cccc([N+](=O)[O-])c2)n1	5.6%
CCOC(=O)NC(=O)CN1C(=O)NC2(CCc3ccccc32)C1=O (configuration not stated)	1.9%
Cc1ccc(Nc2nc(-c3ccccc3)cs2)nc1	-46.9%
Cc1cccc(NS(=O)(=O)c2ccc3c(c2)oc(=O)n3C)c1C	12.5%
CCC1COCCS(=O)(=O)N1Cc1ccc(Cl)cc1 (configuration not stated)	7.8%
Cc1cc(=O)oc2cc(OCC(=O)N3CC[C@@]4(O)CCCC[C@H]4C3)ccc12	10.7%
Fc1ccccc1/C=N/Nc1ccc(Cl)nn1	-6.3%
COCCOC(=O)c1c(C)n(C)c2ccc(OC(=O)c3ccccc3OC)cc12	-11.1%

Some of the compounds tested; rates above refer to the full screens.
